mcGAS inh: cyclic GMP-AMP synthase inhibitors, mouse, primary biochemical chemiluminescence. Q8C6L5. inhibition, % at 12.5 µM. 0.15% of 160,000 active. recombinant cGAS, Kinase-Glo ATP depletion luminescence. AID 1259399, 2018;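 further: 0% = negative control wells and 100% = reference inhibitor with no enzyme activity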
hcGAS lum: Primary biochemical luminescence assay for human cyclic GMP-AMP synthase inhibitors; Q8N884; recombinant h-cGAS, ATP depletion, Kinase-Glo luminescence; inhibition, % at 12.5 µM; 0.081% of 290,000 active; AID 1259398, 2018;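 further: 0% = vehicle reaction and 100% = reaction without DNA for no activity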
Target sequence (Q8N884 whole entry, looked up): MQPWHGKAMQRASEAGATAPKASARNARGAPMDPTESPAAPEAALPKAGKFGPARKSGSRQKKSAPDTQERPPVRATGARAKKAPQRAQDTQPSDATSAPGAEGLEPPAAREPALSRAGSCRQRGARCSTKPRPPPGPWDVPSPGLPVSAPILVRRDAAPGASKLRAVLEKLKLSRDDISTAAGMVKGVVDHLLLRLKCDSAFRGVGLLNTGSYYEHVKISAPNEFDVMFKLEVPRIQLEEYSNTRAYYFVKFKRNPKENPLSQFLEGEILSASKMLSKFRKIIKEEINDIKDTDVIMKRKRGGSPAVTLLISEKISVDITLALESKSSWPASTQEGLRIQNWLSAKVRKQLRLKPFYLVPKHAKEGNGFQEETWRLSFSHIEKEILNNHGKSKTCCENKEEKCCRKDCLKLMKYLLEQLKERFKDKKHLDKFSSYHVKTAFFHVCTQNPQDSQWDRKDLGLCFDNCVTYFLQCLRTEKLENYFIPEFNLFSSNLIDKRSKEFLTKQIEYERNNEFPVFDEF
NPYLR7 ag: agonists of mosquito NPYLR7 receptor, primary screen, cell-based, Aedes aegypti, calcium fluorescence, mosquito biting behavior. HEK293T NPYLR7/Galpha15, GCaMP6s calcium fluorescence. 0.15% of 270,000 active. AID 1259423, 2018. Aedes aegypti neuropeptide Y-like receptor 7 (NPYLR7). activation, % at 10 µM; in the data active means activation above about 40%;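 further: 0% = vehicle and 100% = reference agonist at the receptor; some compounds past the cut are filed as inactive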
* marks the source's active call; other numbers are inactive results; . = no result given. Unless noted, no stated cut-off is given here; in the data, active means inhibition above about 40%; inactive means the rest.

SMILES | mcGAS inh | hcGAS lum | NPYLR7 ag
O=C(CCC(=O)N1CCc2c([nH]c3ccccc23)C1)N1CCC(O)(Cc2ccccc2)CC1 | -3.8 | -7.5 | -9.2
Cc1ccc(S(=O)(=O)C2CS(=O)(=O)CC2O)cc1 (stereo not given) | -3.0 | -3.4 | 3.3
CC(=O)Nc1nc(C(=O)N2CC(C)CN(C)c3ccccc32)cs1 (stereo not given) | . | -15.4 | 0.3
CONC(=O)c1ccccc1NS(=O)(=O)c1ccc(F)cc1C | . | -5.0 | 1.5
CCCc1nc2sc3c(NCCO)ncnc3c2c2c1COC(C)(C)C2 | -3.9 | -9.4 | -1.6
O=C(CCCn1nnnc1CN1CCOCC1)N1CCN(c2ccccc2F)CC1 | . | -3.5 | -1.1
CN(C(=O)NC1CC(=O)N(c2ccccc2)C1)C(C1CC1)C1CC1 (stereo not given) | . | -16.8 | 5.4
NC1(C(=O)O)CCN(Cc2cccn2-c2ccncc2)C1 (stereo not given) | . | 3.6 | 1.7
CC(=O)N[C@H]1C[C@@H](COCc2ccccc2)O[C@@H](Cc2ccccc2)C1 | -15.7 | -6.3 | 7.6
CC(C)n1c(C(F)(F)F)nc2cc(C(=O)O)ccc21 | . | -4.4 | 20.4
O=C(NC1COc2ccccc2C1)C1CCN(S(=O)(=O)c2cccc(C(F)(F)F)c2)CC1 (stereo not given) | . | -8.0 | 5.8
O=C(Nc1nc(-c2ccccc2)cs1)C12CC3CC(CC(C3)C1)C2 | -4.4 | -2.9 | -1.9
COc1ccccc1C(=O)C1CCCN(C(=O)c2ccc(F)c(F)c2)C1 (stereo not given) | -4.2 | -2.9 | 3.1
CCn1cc(CN2CCC(CO)(CCCc3ccccc3)CC2)cn1 | . | -5.6 | 7.7
CCn1c(C)cn2c3c(=O)n(CC(C)C)c(=O)n(C)c3nc12 | -8.2 | -10.4 | .
Cc1ccc(CCC(=O)N2CCC(n3c(C)nc4ccccc43)CC2)cc1 | -3.6 | -2.4 | .
CC(CC(=O)N1CCC(c2nc(-c3ccccc3Cl)no2)CC1)CC(C)(C)C (stereo not given) | -7.0 | -3.6 | 28.9
Cc1ccc(-c2ncc(C(=O)NC(C)C)s2)c(C)c1 | . | -3.5 | 1.8
Cc1cc(CNC(=O)CC2C(=O)NCCN2Cc2cccc(Oc3ccccc3)c2)nn1C (stereo not given) | -3.4 | 0.0 | 0.8
CCOc1ccc(CCC2CCN(C(=O)c3ccc(=O)[nH]c3)CC2)cc1 | . | -5.5 | 3.8
Fc1ccc(-c2cc3ncnc(NCC4COc5ccccc5O4)c3s2)cc1 (stereo not given) | . | -4.2 | 10.1
COc1ccc(-n2nnnc2CNS(=O)(=O)c2ccc(OC)c(C)c2)cc1 | -5.7 | -1.1 | 0.0
Cc1cc2ccccc2nc1N1CCN(Cc2cnn3cccnc23)CC1 | -8.3 | -0.8 | .
O=C(O)c1nn(-c2cc(Cl)c(Cl)cc2Cl)cc1O | -11.1 | -7.7 | -2.5
Cc1cc(C(F)(F)F)nc(CCNC2CCC(=O)N(CC3CC3)CC2)n1 (stereo not given) | . | -2.1 | -3.1
C=CCn1c(SCc2ccc(F)cc2F)nnc1-c1ccccc1OC | -10.2 | -4.1 | .
FC(F)C(F)(F)Oc1cccc(Nc2nccn3c(-c4cccc(Br)c4)cnc23)c1 | -1.7 | -3.0 | -5.1
COc1cn2c(cc1=O)C(=O)N(CCNC(=O)C(C)C)CC2 | . | 2.9 | 6.4
Cc1ccc(F)cc1CC(=O)N(C)Cc1snnc1C | -9.8 | -2.7 | 2.4
Cc1ccccc1CSc1nnc(NC(=O)c2ccc(C(C)(C)C)cc2)s1 | -4.9 | -3.2 | 25.5

Part of the list above in order of molar mass, low to high:
SMILES | mcGAS inh | hcGAS lum | NPYLR7 ag
CC(C)n1c(C(F)(F)F)nc2cc(C(=O)O)ccc21 | . | -4.4 | 20.4
Cc1ccc(-c2ncc(C(=O)NC(C)C)s2)c(C)c1 | . | -3.5 | 1.8
NC1(C(=O)O)CCN(Cc2cccn2-c2ccncc2)C1 (stereo not given) | . | 3.6 | 1.7
Cc1ccc(F)cc1CC(=O)N(C)Cc1snnc1C | -9.8 | -2.7 | 2.4
CCn1c(C)cn2c3c(=O)n(CC(C)C)c(=O)n(C)c3nc12 | -8.2 | -10.4 | .
COc1cn2c(cc1=O)C(=O)N(CCNC(=O)C(C)C)CC2 | . | 2.9 | 6.4
O=C(O)c1nn(-c2cc(Cl)c(Cl)cc2Cl)cc1O | -11.1 | -7.7 | -2.5
CN(C(=O)NC1CC(=O)N(c2ccccc2)C1)C(C1CC1)C1CC1 (stereo not given) | . | -16.8 | 5.4
CONC(=O)c1ccccc1NS(=O)(=O)c1ccc(F)cc1C | . | -5.0 | 1.5
CCn1cc(CN2CCC(CO)(CCCc3ccccc3)CC2)cn1 | . | -5.6 | 7.7
CC(=O)N[C@H]1C[C@@H](COCc2ccccc2)O[C@@H](Cc2ccccc2)C1 | -15.7 | -6.3 | 7.6
CCOc1ccc(CCC2CCN(C(=O)c3ccc(=O)[nH]c3)CC2)cc1 | . | -5.5 | 3.8
Cc1cc2ccccc2nc1N1CCN(Cc2cnn3cccnc23)CC1 | -8.3 | -0.8 | .
Cc1ccc(CCC(=O)N2CCC(n3c(C)nc4ccccc43)CC2)cc1 | -3.6 | -2.4 | .
Cc1cc(C(F)(F)F)nc(CCNC2CCC(=O)N(CC3CC3)CC2)n1 (stereo not given) | . | -2.1 | -3.1
CCCc1nc2sc3c(NCCO)ncnc3c2c2c1COC(C)(C)C2 | -3.9 | -9.4 | -1.6
C=CCn1c(SCc2ccc(F)cc2F)nnc1-c1ccccc1OC | -10.2 | -4.1 | .
COc1ccc(-n2nnnc2CNS(=O)(=O)c2ccc(OC)c(C)c2)cc1 | -5.7 | -1.1 | 0.0
Fc1ccc(-c2cc3ncnc(NCC4COc5ccccc5O4)c3s2)cc1 (stereo not given) | . | -4.2 | 10.1
Cc1ccccc1CSc1nnc(NC(=O)c2ccc(C(C)(C)C)cc2)s1 | -4.9 | -3.2 | 25.5
O=C(CCCn1nnnc1CN1CCOCC1)N1CCN(c2ccccc2F)CC1 | . | -3.5 | -1.1
Cc1cc(CNC(=O)CC2C(=O)NCCN2Cc2cccc(Oc3ccccc3)c2)nn1C (stereo not given) | -3.4 | 0.0 | 0.8
O=C(NC1COc2ccccc2C1)C1CCN(S(=O)(=O)c2cccc(C(F)(F)F)c2)CC1 (stereo not given) | . | -8.0 | 5.8
FC(F)C(F)(F)Oc1cccc(Nc2nccn3c(-c4cccc(Br)c4)cnc23)c1 | -1.7 | -3.0 | -5.1

Complete entries, quoted from the list. Order of values: mcGAS inh	hcGAS lum	NPYLR7 ag
Cc1cc(CNC(=O)CC2C(=O)NCCN2Cc2cccc(Oc3ccccc3)c2)nn1C (stereo not given) is listed with -3.4	0.0	0.8
C=CCn1c(SCc2ccc(F)cc2F)nnc1-c1ccccc1OC is listed with -10.2	-4.1	.
Cc1ccccc1CSc1nnc(NC(=O)c2ccc(C(C)(C)C)cc2)s1 is listed with -4.9	-3.2	25.5

New compounds follow.
SMILES | mcGAS inh | hcGAS lum | NPYLR7 ag
Fc1ccc(CSc2nccn3nc(-c4ccccc4)cc23)cc1 | -0.3 | -2.4 | 3.4
Cc1cc(C)n(-c2ccc(Cl)c(C(=O)OCC(=O)NC(C)C34CC5CC(CC(C5)C3)C4)n2)n1 (stereo not given) | . | 3.5 | 5.8
O=C(C(c1ccccc1)c1ccccc1)N1CCc2nc(-c3ccccc3)nc(N3CCCCC3)c2C1 | -2.1 | -0.7 | -8.9
Cc1ccc(C(O)=C2C(=O)C(=O)N(CCCN(C)C)C2c2ccncc2)cc1 (stereo not given) | -7.9 | -7.8 | -0.1
O=C(NCc1cccnc1-n1ccnc1)c1cnc2ccccn12 | . | -2.1 | 28.7
CCCCCCNc1nc2c(c(=O)[nH]c(=O)n2C)n1CCCCC | . | 4.6 | 11.4
Cc1cc(C)c2c(N)c(C(=O)NN=C3C4CC5CC(C4)CC3C5)sc2n1 | . | -8.3 | -1.1
Cn1c(=O)[nH]c(=O)c2c1nc(N1CCCCC1)n2CCCSc1nc2ccccc2s1 | -8.0 | -6.1 | 0.2
COc1ccc(CN2CCN(Cc3ccc(-n4cccn4)cc3C)CC2CCO)cc1C (stereo not given) | -10.3 | -6.2 | 8.6
O=C(O)c1cc(-c2ccc(F)cc2)nn1-c1cccc([N+](=O)[O-])c1 | . | 5.8 | -11.1
O=C(Nc1ccc(C(F)(F)F)cc1)N1CCC2(CC1)SCCN2C(=O)c1cccs1 | -2.9 | -2.7 | .
CCN(CC)C(=O)CN(C)C(=O)c1ccc2c(c1O)OC(C)(C)C2 | . | 6.6 | 2.4
COCCCNC(=O)C(NC(=O)c1ccccc1C)C1CCN(C(=O)CCc2ccccc2)CC1 (stereo not given) | -0.5 | 3.3 | 1.2
CCn1nccc1NC(=O)c1cccc(CN2CCC(N(C)C(C)=O)C2)c1 (stereo not given) | . | -8.0 | 14.9
Cc1cccnc1C(NC(=O)C1CCN(Cc2cccc(C(F)(F)F)c2)CC1)c1ccccc1 (stereo not given) | -2.3 | -4.7 | 9.3
Cc1ccc(Nc2nc(NCCN3CCOCC3)nc3nccnc23)cc1 | . | 3.8 | 6.1
COc1ccc(CCOC(=O)C2CCCCN2C(=O)C[C@H]2C[C@@H](C(C)=O)C2(C)C)cc1OC (stereo not given in full) | -3.1 | -5.8 | -13.8
Cn1c(-c2ccccc2)nn(CCNC(=O)c2cccs2)c1=O | . | 3.5 | 2.2
COc1ccc(CCCc2n[nH]c(=S)o2)cc1 | . | -7.5 | 6.1
CCNC(=O)N1[C@@H](c2ccccc2)[C@@H](C(=O)O)C[C@]12CCCCN(CCOC)C2=O | -3.7 | -1.9 | 6.8
O=C1CN(CC(=O)N2CCN(CC(=O)Nc3ccccc3C(F)(F)F)CC2)CCN1 | -7.5 | -4.0 | 3.6
COc1cc(C)sc1C(=O)NCCc1nc(N)no1 | . | -3.5 | 5.6
C=CCn1c(SCC(=O)NCCCOCc2ccccc2)nc2sc3c(c2c1=O)CCC3 | . | -4.2 | 5.5
COc1ccc2oc(-c3ccc(NC(=O)c4cccc(C)c4)cc3)nc2c1 | . | -1.6 | 1.4
COc1ccccc1C(=O)Nc1ccc2oc(-c3c(C)cc(C)cc3C)nc2c1 | -4.0 | -1.4 | 17.5
CCn1c(C)nc2cc(S(N)(=O)=O)ccc21 | 0.4 | 4.7 | 2.2
CCOC(=O)c1cnc(C2CC2)nc1NCCc1cccc(OC)c1 | 0.0 | -3.2 | -2.4
N#Cc1cccc(C=C2N=C(c3ccc(N4CCCC4=O)cc3)OC2=O)c1 | -9.3 | -3.8 | 7.3
CC(C)C(=O)N1CCN(C(=O)C=Cc2cn(-c3ccccc3)nc2-c2cccs2)CC1 | . | 1.3 | -7.6
